Compound activity from PubChem BioAssay.
SENP6 inh: inhibitors of human SENP6 protease | Recombinant SENP6 catalytic domain, aminoluciferin luminescence | inhibition, % at 10 µM | 330,000 compounds, 1.8% hits;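 active means inhibition above about 50% at the single tested dose, limit read from the data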;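 further: plate controls were DMSO wells with enzyme for no effect and DMSO wells lacking enzyme for full effect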
Target sequence (Q9GZR1 628-1112 limits assumed): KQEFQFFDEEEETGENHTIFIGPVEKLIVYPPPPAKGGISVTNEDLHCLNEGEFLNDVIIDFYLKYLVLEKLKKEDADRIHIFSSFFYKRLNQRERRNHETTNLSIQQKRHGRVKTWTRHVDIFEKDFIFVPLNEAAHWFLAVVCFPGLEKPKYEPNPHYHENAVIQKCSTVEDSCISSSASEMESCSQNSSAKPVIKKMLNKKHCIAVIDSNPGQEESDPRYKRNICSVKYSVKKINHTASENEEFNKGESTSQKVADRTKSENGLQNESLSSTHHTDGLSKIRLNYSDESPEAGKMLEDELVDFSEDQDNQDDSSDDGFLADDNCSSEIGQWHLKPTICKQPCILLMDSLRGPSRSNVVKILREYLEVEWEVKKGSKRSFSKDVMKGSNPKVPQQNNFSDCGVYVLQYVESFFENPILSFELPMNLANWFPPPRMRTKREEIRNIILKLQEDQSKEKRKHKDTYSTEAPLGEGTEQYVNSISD
SENP7 block: SENP7 protease inhibition; recombinant SENP7, Z-RLRGG-aminoluciferin luminescence, 40 min; inhibition, % at 5 µM; 330,000 compounds, 1.5% hits; AID 434973;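 active means inhibition above about 50% at the single test dose, limit read from the data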;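 further: plate controls were DMSO with enzyme for no effect and no enzyme buffer wells for full effect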
SENP8 block-1: SENP8 (human) protease inhibition; Q96LD8; recombinant SENP8, Nedd8 substrate fluorescence; inhibition, % at 20 µM; 360,000 compounds, 0.64% hits; AID 602440; in the data active means inhibition mostly above about 40%, no sharp cut-off; inactive means mostly below about 27%
Target sequence (Q96LD8 whole entry, looked up): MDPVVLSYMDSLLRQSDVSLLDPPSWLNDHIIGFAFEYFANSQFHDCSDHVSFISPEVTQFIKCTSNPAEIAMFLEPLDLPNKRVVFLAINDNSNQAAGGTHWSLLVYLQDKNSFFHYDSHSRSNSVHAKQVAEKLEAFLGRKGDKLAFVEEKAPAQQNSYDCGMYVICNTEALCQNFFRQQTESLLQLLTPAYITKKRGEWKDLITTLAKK
SENP1 FRET inh: blocks the human SENP1 SUMO protease catalytic domain | Q9P0U3 | AID 624204 | 360,000 compounds, 0.21% hits | inhibition, % at 10 µM | recombinant SENP1 catalytic domain, CyPet-SUMO1-YPet FRET cleavage;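 active means inhibition at least 30% at 10 µM, raw YFP signal under a set limit, fluorescence ratio 0.5 to 1.5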;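 further: 0% = enzyme with DMSO and 100% = no enzyme wells; some results filed as inactive read as strong as hits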
Target sequence (Q9P0U3 419-644 limits assumed): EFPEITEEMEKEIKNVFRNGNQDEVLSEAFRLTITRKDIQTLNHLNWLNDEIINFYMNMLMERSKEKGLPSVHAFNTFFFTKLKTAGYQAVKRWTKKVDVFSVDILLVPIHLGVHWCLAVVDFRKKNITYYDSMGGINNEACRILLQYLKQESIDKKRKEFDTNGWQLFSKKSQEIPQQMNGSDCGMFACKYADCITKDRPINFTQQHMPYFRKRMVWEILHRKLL
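Assay system – human recombinant His6-tagged SENP1 catalytic domain enzyme · Input – SENP1 enzyme, 20 pM final · Buffer or medium – Tris pH 8 buffer plus EDTA, NaCl, BME, BSA, NP40, catalase · Schedule – 50 min reaction at room temperature · Technique – FRET read of cyan and yellow fluorescence · Control set – no-enzyme wells low, DMSO-plus-enzyme wells high control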
PfGluPho inh: PfG6PD (Plasmodium falciparum) enzyme inhibition | PfGluPho enzyme, NADPH resazurin-diaphorase fluorescence | inhibition, % at 20 µM | 350,000 compounds, 0.78% hits | AID 504690;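 active means inhibition reaching at least a set limit at 20 µM in the primary screen, cut at about 59% in these data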;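 further: 0% = DMSO wells with substrate and 100% = DMSO wells lacking glucose-6-phosphate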
SENP8 block-2: blocks the human protease SENP8; Q96LD8; purified SENP8, Z-RLRGG-aminoluciferin cleavage, luminescence; inhibition, % at 10 µM; 330,000 compounds, 1.2% hits; AID 2540; in the data active means inhibition above about 50%
Apaf-1 inh: human Apaf-1 inhibition. O14727. inhibition, % at 20 µM. 330,000 compounds, 0.71% hits. reconstituted apoptosome caspase-3 activity, DEVD-Rh110 fluorescence; active means inhibition of at least 40% at 20 µM;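 further: plate controls were DMSO wells for no effect and DEVD-CHO caspase inhibitor wells for full effect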
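Assay system: Apoptosome proteins | Medium: pH 7.5 Hepes buffer with CHAPS, BSA, DTT | Also added: Cytochrome c and DEVD-Rh110 substrate | Times: 30 min plus 50 min, RT | Detection: Rhodamine 110 fluorescence at Ex 480/Em 540 nm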
HKDC1 inh: blocks human hexokinase HKDC1 activity; Q2TB90; recombinant HKDC1, G6PDH/diaphorase resazurin coupled fluorescence; inhibition, % at 20 µM; 340,000 compounds, 0.16% hits; AID 493160;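 active means inhibition above about 35% when tested at 20 µM, limit read from the data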;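 further: plate controls were DMSO wells with enzyme for no effect and DMSO wells lacking enzyme for full effect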
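Test system: recombinant HKDC1 (HK5) hexokinase enzyme, produced in-house / Doses: 20 µM test compound, 1% DMSO / Timing: 90 min, room temperature / Detection: G6PDH/diaphorase-coupled fluorescence, 1 mM NADP, 100 µM resazurin, 525/613 nm / Control set: DMSO wells with and without enzyme mix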
Starred values were filed as active, the others as inactive; x = not tested or not shown; & = joins results of further samples.

molecule,HKDC1 inh,SENP7 block,Apaf-1 inh,SENP1 FRET inh,PfGluPho inh,SENP8 block-2,SENP8 block-1,SENP6 inh
O=C(CN1CCCCCC1)Nc1ccc(Br)cc1Br,-2,6,21,2,5,5,16,-10
CCOc1ccccc1C(=O)Nc1nnc(CC)s1,-5,-6,0,3,4,6,4,10
COc1ccccc1NS(=O)(=O)c1ccc(OC)c(OC)c1,-1,-2,-4,1,-9,2,9,-6
CCOC(=O)N1CCN(Cc2cc(=O)oc3ccc4ccccc4c23)CC1,2,1,11,-7,18,-9,-73,-18
CCOC(=O)C(C)Oc1cccc2c(=O)n(CC(=O)Nc3ccc4c(c3)OCCO4)ccc12 (stereo not drawn),-2,-4,6,2,-5,3,-60,-22
CCCC(=O)NC(Nc1cccc(C(F)(F)F)c1)C(Cl)(Cl)Cl (stereo not drawn),1,-6,5,-2,-2,-3,30,-5
c1ccc2[nH]c(SCc3cn4ccccc4n3)nc2c1,-8,-2,6,-5,-3,-3,-6,-16
Cc1cccn2c(=O)c(/C=C(\C#N)C(=O)NC3CCS(=O)(=O)C3)c(N3CC(C)OC(C)C3)nc12 (stereo not drawn),2,4,-12,-30,2,8,-428,2
CC(=O)N1N=C(c2ccc(C)cc2)OC1c1cccnc1 (stereo not drawn),3,2,-17,-1,-12,3,9,-15
Cc1cccc(NS(=O)(=O)c2cccc(C(=O)N3CCN(C/C=C/c4ccccc4)CC3)c2)c1,3,2,6,1,3,5,19,6
CC1CCCC(C)N1C(=O)CSc1nc2ncnc(N)c2[nH]1 (stereo not drawn),4,3,-3,1,-6,-5,11,8
COCc1c(C(=O)N/N=C(/C)c2cccs2)nnn1-c1nonc1N,-6,-2,-3,0,-13,4,-76,5
CCN(CC)C(=O)c1[nH]cnc1C(=O)Nc1ccc(OC)cc1,5,6,2,0,-6,0,6,-15
O=C(O)COc1ccccc1/C=N/NC(=O)/C(=C\c1ccc2c(c1)OCO2)NC(=O)c1ccccc1,-5,-3,0,-82,-16,4,-89,-4
O=C(Nc1ccc(F)cc1)NC1(C(=O)NCc2cccs2)CCCCC1,-9,5,-4,1,-3,3,11,0
Cc1cccc(NC(=O)CSc2nnc(NC(=O)C3CCC3)s2)c1,-1,-7,8,0,-10,-5,0,-1
CN1CCc2c(sc(NC(=O)c3ccco3)c2C(N)=O)C1,-4,14,-2,-48,-7,-2,-142,1
CCOC(=O)C1=C(C)NC(=S)N(C(C)=O)C1c1ccccc1 (stereo not drawn),-4,-5,-2,1,2,4,8,-38
CCCSc1nnc(Cc2cc(=O)[nH]c(=O)[nH]2)n1-c1cc(C)ccc1C,-8,-15,3,5,9,-1,10,-10
CCOc1ccc(N=c2scc(-c3ccc(OC)cc3)n2CCO)cc1,3,-5,22,4,-2,1,23,-10

Molecules shown so far that contain fluorine:
molecule,HKDC1 inh,SENP7 block,Apaf-1 inh,SENP1 FRET inh,PfGluPho inh,SENP8 block-2,SENP8 block-1,SENP6 inh
CCCC(=O)NC(Nc1cccc(C(F)(F)F)c1)C(Cl)(Cl)Cl (stereo not drawn),1,-6,5,-2,-2,-3,30,-5
O=C(Nc1ccc(F)cc1)NC1(C(=O)NCc2cccs2)CCCCC1,-9,5,-4,1,-3,3,11,0

Carrying on.
molecule,HKDC1 inh,SENP7 block,Apaf-1 inh,SENP1 FRET inh,PfGluPho inh,SENP8 block-2,SENP8 block-1,SENP6 inh
Cc1cc(Cl)ccc1NC(=S)NCC(C)C,-3,6,14,3,-5,0,5,8
O=C1NCCN1CCNS(=O)(=O)c1ccc(F)cc1,-9,4,-6,1,9,4,16,14
COc1cc(C(=O)COC(=O)Cc2cnc3sccn23)cc(OC)c1OC,-4,4,-8,-2,-7,1,-35,-5
Cc1c(/C=N/N2C(=O)C3C4C=CC(C4)C3C2=O)c2ccccc2n1C (stereo not drawn),-13,2,1,-1,6,-6,13,1
CC(=C/C(=O)O)/C(=C/c1ccccc1)C(=O)O,-5,5,1,1,-17,-2,22,-10
Fc1ccc2nc(C3CCCCN3Cc3nc(CC4CC4)no3)[nH]c2c1 (stereo not drawn),7,4,0,0,-31,1,1,-8
CCCn1nnnc1SCC(=O)Nc1cccc(NC(=O)c2ccco2)c1,-3,-8,7,1,-4,-21,22,-25
CCc1ccccc1C1=CC(=O)C[C@H](c2ccc(OC)cc2)C1,-2,6,18,-1,-1,-2,16,-13
CCCNC(=O)COc1coc(CN2CCN(c3ccc(F)cc3)CC2)cc1=O,-5,-5,0,-2,-4,-1,12,4
CC(=O)N1CCc2[nH]c3ccccc3c2C1,-5,-13,-13,-27,-20,-11,-6,-14
CCCCC(=O)NC(=S)Nc1ccccc1C(=O)Nc1ccccc1,-5,7,-2,3,-8,5,-68,9
COc1ccc(Nc2c(-c3ccc(OC)cc3)nc3cnccn23)cc1,-2,-4,-11,-28,5,-1,-219,-18
CC(C)NC1CS(=O)(=O)CC1O (stereo not drawn),-7,0,-30,1,6,4,-15,-6
N#Cc1ccc(Oc2cc(C(F)(F)F)nc(-c3ccccn3)n2)cc1,0,9,21,-1,-8,1,24,-1
COc1ccc(C(=O)NCc2nnc(SCC(=O)Nc3ccc4c(c3)OCO4)o2)cc1,-14,-6,-17,0,4,-9,15,5
Cc1ccc(OCCNC(=O)Cc2ccc(S(=O)(=O)N3CCOCC3)s2)cc1,7,1,22,-8,4,1,-12,8
CCOc1ccc(-c2nnc(NC(=O)Cc3ccc(OC)cc3)o2)cc1,-6,1,0,0,-9,-5,7,-8
CCOc1ccc(NC(=O)CN2CCN(CC(=O)Nc3ccc(F)cc3)CC2)cc1,0,5,14,1,-3,1,13,-2
Cc1ccccc1-n1c(=O)n(CCc2ccccc2)c(=O)c2[nH]cnc21,-5,-9,-8,-2,10,-8,4,-12
Cc1oc2cc3oc(=O)c4c(c3cc2c1C)CCC4,-9,1,2,-16,5,-6,-243,-25
CSc1nc(NC(C)(C)C)nc(N2CCOCC2)n1,-6,-4,-5,3,-4,0,15,-2
Cn1c2ccccc2c2c(C(=O)O)cn(C3CCCC3)c(=O)c21,-3,-7,11,2,-10,-3,-380,3
CCCc1nnc(NC(=O)CCC(=O)N2CCN(Cc3ccc(C)cc3C)CC2)s1,1,2,11,1,-21,0,15,-1
CS(=O)(=O)N1CCN(c2ccccc2NC(=O)CSc2nnc(-c3ccco3)o2)CC1,2,-5,-2,-2,-7,-1,24,-1
CCOC(=O)/C(=C\c1ccc([N+](=O)[O-])o1)NC(=O)c1ccccc1,-8,10,-4,1,-4,-4,42*,-16
Cc1ccc(S(=O)(=O)N2Cc3ccccc3CC2C(=O)Nn2cnnc2)cc1 (stereo not drawn),-7,-3,-28,2,3,1,1,-6
O=C(Nc1ccc(-c2nc3ccccc3o2)cc1)c1cccnc1,3,10,16,2,16,-9,-69,8
COc1cccc(C=O)c1OCCCOc1cccc2cccnc12,9,-1,6,-15,37,-5,-10,2
CC(C(=O)N1CCc2ccccc21)N1CCN(S(=O)(=O)c2cccc(C(F)(F)F)c2)CC1 (stereo not drawn),4,6,1,-1,18,1,11,3
O=C(O)c1cccc(NC2=C(Cl)C(=O)c3ccccc3C2=O)c1,-17,x,x,2,-16,x,-67,x
CC(=O)N1CCN(CC(=O)Nc2ccc(SC(F)F)cc2)CC1,-6,3,2,2,-8,1,23,-5
CCC(C)c1ccccc1N1CC(C(=O)Nc2cccc(S(=O)(=O)N3CCOCC3)c2)CC1=O (stereo not drawn),-4,5,5,2,3,8,-1,19
CN1C=CC(=CC=C2C=CC(=O)C=C2)C=C1,-4,-3,6,-2,6,-8,-93,-26
O=C(CCn1c(=O)oc2ccccc21)NCCCN1CCOCC1,-3,2,2,-1,-16,5,6,-6
COc1ccccc1NS(=O)(=O)c1cc(NC(=O)CCC2CCCC2)ccc1N1CCOCC1,-8,-7,18,2,-10,-14,4,-20
CCn1c(=O)c2c(nc(SCC(=O)N3CCC(C)CC3)n2C)n(C)c1=O,1,0,-2,2,-4,1,8,15
CCC(C)c1ccc(NC(=S)N2CCN(c3ccccn3)CC2)cc1 (stereo not drawn),1,6,22,3,17,-10,4,-20
O=C(Nc1cccnc1)Nc1ccc(Cl)cc1Cl,3,-5,-1,1,-8,-14,21,-8
COc1ccccc1NC(=O)Cc1cccs1,-8,-2,11,0,2,-10,7,-18
COc1ccccc1C(=O)Nc1ccnn1C1CCN(CCCc2ccccc2)CC1,-8,2,-2,-3,-3,-1,11,9
COc1cc2c(cc1Cl)/C(=C\CCN(C)C)c1ccccc1S2,-6,-4,10,-1,-9,-4,8,-4
Cc1ccc2nc(NC(=O)CSc3nc(=O)n(CCCN(C)C)c4c3CCC4)sc2c1,1,14,29,-25,1,-22,-14,-2
CCOc1cc(/C=N/n2cnnc2)ccc1OC(=O)c1cccc([N+](=O)[O-])c1,-4,1,4,0,9,0,3,-8
O=P1(O)C=C(c2ccccc2)OC(c2ccccc2)=C1,-3,0,5,2,-46,0,22,-2
COc1ccc(CNC(=O)C2CCN(S(=O)(=O)c3cccc4cccnc34)CC2)cc1,x,1,-10,2,x,9,0,-13
CCOC(=O)COc1ccc(C(=O)Nc2cccc(Cl)c2C)cc1,-8,-9,2,0,9,-14,3,-26
CCCC1S/C(=N/N=C/c2ccc(C)cc2)N(Cc2ccc(OC)cc2)C1=O (stereo not drawn),0,4,-2,0,11,5,24,2
CC(C)(C)c1ccc(S(=O)(=O)N(CCCN2CCOCC2)Cc2cccs2)cc1,-2&17,2,31,-1&1,-4&0,0,1&11,-5
